Source: PubChem (several laboratories)
RPL19A-GFP yeast – alters RPL19A-GFP fluorescence in TOR pathway yeast screen; 330,000 tested, 0.3% active; S. cerevisiae RPL19A-GFP strain, flow cytometry, 3 h; stronger effect = lower value; percent response vs DMSO, % at 10 µM;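 active means percent response vs DMSO below 50%; inconclusive means fewer than 70 events counted for the yeast strain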;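 further: median channel GFP fluorescence of the barcoded RPL19A-GFP strain; ratio of sample median GFP to plate DMSO average so 100% = DMSO; lower means less RPL19A-GFP as with rapamycin TOR inhibition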
procasp3 activ – procaspase-3 (human) activation; P42574; recombinant procaspase-3 D3A, Ac-DEVD-pNA absorbance 405 nm; activation, % at 8.5 µM; 330,000 tested, 0.11% active;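 active means activation above the mean of all tested compounds plus 3 SD, cut at about 21% in these data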;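 further: 0% = DMSO alone and 100% = DMSO wells spiked with extra 5 µM PC-3 D3A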
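assay system = Procaspase-3 D3A mutant | signal = absorbance at 405 nm, 0 and 120 min | times = 1 h preincubation plus 2 h reaction at 25 °C | repeats = single replicate | read-out = % activation between DMSO and enzyme-spiked controls | medium = Zinc-free HEPES saline buffer with Triton X-100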
EBNA-1 inh – blocks EBNA-1 binding to DNA | EBNA-1 DNA binding, fluorescence polarization | inhibition, % at 14.8 µM | 300,000 tested, 0.34% active | AID 1950; in the data active means inhibition above about 28%
MEP2 TOR yeast – alters MEP2-GFP fluorescence in TOR pathway yeast screen; 330,000 tested, 0.51% active; S. cerevisiae MEP2-GFP strain, flow cytometry GFP, 3 h; 100% = DMSO control level; AID 2016; GFP response vs DMSO, % at 10 µM;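 active means GFP response versus DMSO above a set limit, roughly screen mean plus 3 SD, cut at about 180% in these data; inconclusive means fewer than 70 cells counted for a yeast strain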;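 further: median GFP fluorescence of the barcode-gated MEP2-GFP cells per well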
proCasp7 act – counter-screen: procaspase-7 (human) activation. P55210. recombinant procaspase-7, Ac-DEVD-pNA absorbance 405 nm; D23A/D198A/D206A triple mutant, cannot self-cleave; scale: DMSO 0, 5 µM enzyme 100. activation, % at 8.5 µM. 330,000 tested, 0.093% active. AID 463210;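 active means percent activation above the screen-wide mean plus 3 SD, cut at about 25% in these data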
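Assay system – Uncleavable procaspase-7 mutant enzyme · Quantity – 2 µM procaspase-7 mutant as dispensed · Times – 1 h preincubation, 2 h reaction · Dosing – single nominal 8.5 µM compound dose, 0.8% DMSO final · Buffer or medium – Zinc-free 50 mM HEPES buffer, pH 7.4, with NaCl and Triton X-100 · Detection – Epi-absorbance of released pNA at 405 nm, two timepoints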
ZTA counter – counter-screen for EBNA-1 inhibitors: inhibitors of Epstein-Barr virus ZTA. P03206. ZTA-DNA binding, fluorescence polarization. inhibition, % at 11 µM. 320,000 tested, 0.15% active. AID 2234; in the data active means inhibition above about 33%
AHR activator – activates the human aryl hydrocarbon receptor. P35869. AHR-responsive luciferase reporter cells, luminescence. activation, % at 5 µM. 320,000 tested, 2.5% active; in the data active means activation above about 47%;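 further: 0% = vehicle wells and 100% = reference agonist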
LAP4-GFP MLPCN – alters LAP4-GFP fluorescence in TOR pathway yeast screen | S. cerevisiae LAP4-GFP multiplex, flow cytometry GFP, 3 h; median GFP as percent of DMSO wells | GFP response vs DMSO, % at 10 µM | 320,000 tested, 0.34% active | AID 2023;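 active means GFP response vs DMSO above a set limit, about the screen mean plus 3 SD, cut at about 150% in these data; inconclusive means under 70 cell events counted for the yeast strain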
Starred values were filed as active, the others as inactive; ? = inconclusive; / = not tested or not shown; [ ] = another dose, or the depositor's remark.

[1] COc1cccc(CNS(=O)(=O)c2c(C(=O)N3CCCCCC3)c(C)n(C)c2C)c1
[2] NC(=O)NO
[3] COc1cccc(CNC(=O)CCCc2c[nH]c3ccccc23)c1
[4] CCc1cc(=O)[nH]c(SCC(=O)Nc2ccc3c(c2)OCCO3)n1
[5] Cc1ccc(C2(C)NC(=O)N(CC(=O)NCc3cccc(Cl)c3)C2=O)cc1 (stereo not given)
[6] CC(C)Cc1nc2sc3c(c2c(=O)n1N)CC(C(C)C)OC3 (stereo not given)
[7] O=C(COC(=O)CCC(=O)c1ccc(F)cc1)NCc1ccccc1Cl
[8] CCN(C(=O)C1CCCN1S(=O)(=O)c1ccc2c(c1)n(C)c(=O)c(=O)n2C)c1ccccc1 (stereo not given)

assay / compound	1	2	3	4	5	6	7	8
RPL19A-GFP yeast	102	100	107	102	100	95	102	102
procasp3 activ	6	6	0	10	-5	5	0	1
EBNA-1 inh	-6	-7	4	-4	-13	-2	/	-5
MEP2 TOR yeast	103	94	107	110	104	92	106	103
proCasp7 act	5	2	0	9	7	-5	4	4
ZTA counter	10	-4	-1	9	-8	-25	/	6
AHR activator	3	-5	21	-1	21	2	1	3
LAP4-GFP MLPCN	103	107	104	107	94	101	97	102

[9] Cn1c(=O)c2c(ncn2CCOc2ccc(F)cc2)n(C)c1=O
[10] C#Cc1ccc(C(=O)NCc2ccc(N3CCCC3=O)cc2)cc1
[11] COc1ccccc1C(OC(=O)c1cccs1)C(=O)NCc1ccco1 (stereo not given)
[12] O=C(O)C(F)(F)C(NCc1ccccc1)c1ccccc1 (stereo not given)
[13] COc1ccc(C(=O)NC2CC(C)(C)Cc3c2cnn3-c2ccccc2)c(OC)c1 (stereo not given)
[14] O=C(O)CCCCCNC(=O)c1ccc(Br)cc1
[15] C/C(=N\OC(=O)C1CC1)C1CC1c1ccc(F)cc1 (stereo not given)
[16] CNCCOc1ccccc1-c1ccccc1

assay / compound	9	10	11	12	13	14	15	16
RPL19A-GFP yeast	40*[may fluoresce violet]	97	97	100	100	107	93	93
procasp3 activ	10	7	0	8	-4	1	5	6
EBNA-1 inh	7	-6	-4	3	-6	0	-6	5
MEP2 TOR yeast	?	103	96	99	121	104	94	98
proCasp7 act	6	6	-5	0	8	4	6	6
ZTA counter	5	-11	-3	14	-6	7	-2	18
AHR activator	-3	1	0	-2	10	-2	2	0
LAP4-GFP MLPCN	70[may fluoresce violet]	102	101	104	99	/	104	97

[17] COc1ccccc1CNC(=O)c1cc(S(=O)(=O)N2CCOCC2)cn1C
[18] CC(C)c1onc(C(=O)N2CCCCC2)c1[N+](=O)[O-]
[19] CCc1ccc2nc(NC(=O)CSCc3c(C)noc3C)sc2c1
[20] CC(=O)c1c(C)oc2c1cc(NS(=O)(=O)c1ccc(C(=O)O)cc1)c1ccccc12
[21] COCCNS(=O)(=O)c1ccc2c(c1)Cc1cc(S(=O)(=O)NCCOC)ccc1-2
[22] COc1cccc(/C=N/NC(=S)NCc2ccco2)c1OC
[23] CC1CN(c2ccc([N+](=O)[O-])c(NCCOc3ccccc3)c2)CCN1 (stereo not given)
[24] COC(=O)NNC(=O)c1cccc(C)c1

assay / compound	17	18	19	20	21	22	23	24
RPL19A-GFP yeast	105	106	100	92	103	94	104	94
procasp3 activ	15	2	0	-10	9	-2	1	3
EBNA-1 inh	13	-3	6	-10	-6	0	9	-3
MEP2 TOR yeast	103	105	101	101	117	93	105	96
proCasp7 act	13	-12	-4	1	-3	-1	-11	-4
ZTA counter	5	-15	0	2	1	-1	19	-1
AHR activator	-2	-3	31	39	4	16	39	-2
LAP4-GFP MLPCN	103	99	102	88	99	109	94	92

[25] Cc1cc(Oc2ccc(Br)cc2)nc(SCC(=O)c2ccccc2)n1
[26] COc1ccc(S(=O)(=O)N2CCOCC2)cc1NC(=O)Cc1cccs1
[27] COc1ccc(N2C(=O)CCC(C(C)=O)=C2C)cc1
[28] C/C(=N\NC(=O)c1c[nH]c2ccccc12)c1ccco1
[29] N#CC1=C(N)OC2=C(C(=O)CC(c3ccccc3)C2)C1c1ccc2c(c1)OCO2 (stereo not given)
[30] Cc1ccc(S(=O)(=O)N2CC3CCCC2C3)cc1 (stereo not given)
[31] Cc1ccc(C(=O)N/C(=C\c2ccco2)C(=O)NCCN2CCOCC2)cc1
[32] CC1Cc2ccccc2N1C(=O)COC(=O)c1ccc(Br)o1 (stereo not given)

assay / compound	25	26	27	28	29	30	31	32
RPL19A-GFP yeast	98	96	103	99	111	98	102	97
procasp3 activ	11	0	-4	-3	-5	-1	-2	6
EBNA-1 inh	7	/	-3	3	-3	-7	3	-1
MEP2 TOR yeast	102	97	91	98	113	101	105	100
proCasp7 act	6	8	4	8	4	13	5	9
ZTA counter	9	2	4	-7	-8	-4	1	-4
AHR activator	9	0	-2	92*	-6	0	0	3
LAP4-GFP MLPCN	104	92	95	98	108	93	103	105

[33] CC1CCCCC1NC(=O)c1cncc(Br)c1 (stereo not given)
[34] COc1cc(NC(=O)C/C(C)=N/NC(=O)c2cccc(O)c2)c(OC)cc1Cl
[35] O=C(COc1ccc(Cl)cc1)NC1CCSC1=O (stereo not given)
[36] CC(=O)O/N=C/c1c(NCc2ccccc2)nc2c(C)cccn2c1=O
[37] CC(C)(C)c1ccccc1OCCCCN1CCCC1
[38] COc1ccc(C(=O)N(c2ccc(OC)cc2)S(=O)(=O)c2cccs2)cc1
[39] CC(/C=N/n1c(-c2cc(C)[nH]n2)n[nH]c1=S)=C\c1ccccc1
[40] C=CCC[C@@H](Cc1ccc(F)cc1)C(=O)OC[C@H](Cc1c[nH]c2ccccc12)NC(=O)[C@@H](CC=C)CC(=O)N[C@H](CO)Cc1ccccc1

assay / compound	33	34	35	36	37	38	39	40
RPL19A-GFP yeast	99	101	103	97	100	97	97	103
procasp3 activ	1	-22	-6	-13	5	1	-10	7
EBNA-1 inh	2	-7	6	14	-2	-5	4	/
MEP2 TOR yeast	100	100	108	91	99	99	97	98
proCasp7 act	-9	-9	10	5	4	11	-19	2
ZTA counter	-6	2	10	5	4	9	-19	/
AHR activator	6	82*	0	29	-2	1	78*	0
LAP4-GFP MLPCN	94	102	103	115	104	83	88	91

[41] CC(C)[C@H](NC(=O)c1ccccc1)C(=O)OCC(=O)c1ccc(S(=O)(=O)N2CCCCC2)cc1
[42] O=C(Nc1cccs1)NC1CCCC1
[43] O=C(CCCc1ccccc1)Nc1ccnn1C1CCN(Cc2ccc(Cl)cc2)CC1
[44] Cc1ccc(/C=C(\C#N)C(=O)NCc2ccco2)o1
[45] CCOc1ccccc1C(=O)N1c2ccccc2Sc2ccccc21
[46] CCC(C)NC(=O)CC(c1ccc(OC)cc1)n1cccc1 (stereo not given)
[47] CCOC(=O)C1=C(C)NC(C)=C(C(=O)OCC)C1C(=O)OCC(=O)NCc1ccccc1
[48] Cc1ccccc1CNC(=O)C(=O)NCC1CCCN1S(=O)(=O)c1ccccc1 (stereo not given)

assay / compound	41	42	43	44	45	46	47	48
RPL19A-GFP yeast	93	89	93	95	/	100	98	93
procasp3 activ	0	-12	3	8	-3	-2	3	9
EBNA-1 inh	6	3	4	11	4	11	/	-16
MEP2 TOR yeast	96	96	102	101	233*[may fluoresce violet]	98	95	96
proCasp7 act	11	-12	9	5	-3	4	0	3
ZTA counter	-14	-12	4	-19	-13	-8	/	-12
AHR activator	0	3	-1	-2	14	1	5	1
LAP4-GFP MLPCN	95	117	89	93	82[may fluoresce violet]	95	98	96

[49] CC(C)C[C@H]1CN=C(Nc2ccccc2)N1CC1CCCCCC1
[50] COc1ccc(CCNC(=O)C2CCN(S(=O)(=O)c3ccc(OC)cc3)CC2)cc1
[51] CCN(Cc1ccc(OC)c(F)c1)C(=O)c1oc2ccccc2c1COC
[52] COc1ccc(C(=O)COC(=O)c2cncc(Br)c2)cc1
[53] O=C(COc1ccccc1)NNC1=NS(=O)(=O)c2ccccc21
[54] CCOc1ccccc1NC(=O)C(C)CC (stereo not given)
[55] O=C1C(Cl)=C(Nc2ccc(F)cc2)C(=O)N1CCc1ccccc1
[56] Cc1ccc(-c2csc(NNC(=O)c3ccccc3)n2)cc1

assay / compound	49	50	51	52	53	54	55	56
RPL19A-GFP yeast	95	102	100	101	99	103	100	102
procasp3 activ	3	0	13	0	2	-13	-6	3
EBNA-1 inh	-6	7	-6	/	8	2	-9	-5
MEP2 TOR yeast	104	102	100	102	98	108	113	100
proCasp7 act	-19	6	2	0	9	8	-2	-5
ZTA counter	-5	-14	-9	12	11	-1	-14	-4
AHR activator	3	0	7	-1	-1	-1	-3	43
LAP4-GFP MLPCN	97	92	112	94	99	107	110	100

A draw from above in order of molar mass, falling.
[47] CCOC(=O)C1=C(C)NC(C)=C(C(=O)OCC)C1C(=O)OCC(=O)NCc1ccccc1
[50] COc1ccc(CCNC(=O)C2CCN(S(=O)(=O)c3ccc(OC)cc3)CC2)cc1
[48] Cc1ccccc1CNC(=O)C(=O)NCC1CCCN1S(=O)(=O)c1ccccc1 (stereo not given)
[51] CCN(Cc1ccc(OC)c(F)c1)C(=O)c1oc2ccccc2c1COC
[52] COc1ccc(C(=O)COC(=O)c2cncc(Br)c2)cc1
[53] O=C(COc1ccccc1)NNC1=NS(=O)(=O)c2ccccc21
[56] Cc1ccc(-c2csc(NNC(=O)c3ccccc3)n2)cc1
[46] CCC(C)NC(=O)CC(c1ccc(OC)cc1)n1cccc1 (stereo not given)
[54] CCOc1ccccc1NC(=O)C(C)CC (stereo not given)

assay / compound	47	50	48	51	52	53	56	46	54
RPL19A-GFP yeast	98	102	93	100	101	99	102	100	103
procasp3 activ	3	0	9	13	0	2	3	-2	-13
EBNA-1 inh	/	7	-16	-6	/	8	-5	11	2
MEP2 TOR yeast	95	102	96	100	102	98	100	98	108
proCasp7 act	0	6	3	2	0	9	-5	4	8
ZTA counter	/	-14	-12	-9	12	11	-4	-8	-1
AHR activator	5	0	1	7	-1	-1	43	1	-1
LAP4-GFP MLPCN	98	92	96	112	94	99	100	95	107

More structures follow.
[57] CCOC(=O)COc1cc2c(C(=O)OCC)c(C)oc2cc1Br
[58] Cc1sc(CO)c(Sc2ccccc2)c1C(=O)O
[59] CC(=O)c1cccc(NC(=O)C(C)OC(=O)c2ccc3ncsc3c2)c1 (stereo not given)
[60] CN(C)Cc1nc2ccccc2c(=O)n1CC(=O)Nc1cccc(S(=O)(=O)N2CCOCC2)c1
[61] COC(=O)c1ccc(C)c(NC(=O)c2nn(C)c(=O)c3ccccc23)c1
[62] Cc1cccc(OCCCC(=O)Nc2ccc(S(N)(=O)=O)cc2)c1
[63] Nc1nc(N)c(N=Nc2ccc(Cl)cc2)c(=O)[nH]1
[64] CCOc1ccc(S(=O)(=O)N2CCC(C(=O)NCC(=O)Nc3cccc(Cl)c3C)CC2)cc1
[65] CCN(CC)S(=O)(=O)c1ccc(C)c(NC(=O)COC(=O)CN2C(=O)NC(C)(C)C2=O)c1

assay / compound	57	58	59	60	61	62	63	64	65
RPL19A-GFP yeast	99	95	103	97	101	100	107	90	90
procasp3 activ	-4	-2	7	11	0	-7	-2	3	-6
EBNA-1 inh	8	-11	/	2	3	-6	14	/	4
MEP2 TOR yeast	104	99	102	100	108	102	105	84	96
proCasp7 act	1	9	-1	1	-1	11	4	1	11
ZTA counter	9	-26	-1	-4	2	-7	12	-2	13
AHR activator	-4	0	1	-1	4	-1	8	9	1
LAP4-GFP MLPCN	98	93	98	106	103	100	96	87	95
